Screens deposited in PubChem BioAssay by National Center for Advancing Translational Sciences (NCATS).
FUS yeast rescue: qHTS for Suppressors of FUS Proteinopathy: Primary screen using FUS-linked yeast assay | 390,000 compounds, 0.24% hits | Potency, µM (series often up to 76.6 µM), without a hit: top-dose growth rescue (activation), hits mostly activators | S. cerevisiae FUS-expressing, growth rescue, OD600, 24 h; active = well fitted activation curve with a large enough effect; inconclusive = small, poorly fitted or top-dose-only effect; inactive = no such curve, though single readings can be large or run the other way;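 note: plate controls were DMSO vehicle for no effect and reference control for full effect; nearly all actives have a fitted effect of over 55% in size; some results filed as inactive show a strong effect at the top dose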
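Absorbance at 600 nm, taken 24hr after compound addition, measured rescue of FUS-yeast growth at 30C. Induction used 2% galactose with seeding at OD 0.005. Controls: CP55940 from 92uM final, DMSO only.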
* marks the source's active call; other numbers are inactive results; ? = inconclusive. Potency is the fitted concentration of half-maximal effect. Some of the compounds tested; the hit share may differ from the screen's.

nr	SMILES	FUS yeast rescue
1	CC(C)CN1C(=O)[C@@]2(CC(=O)N(C)C2c2ccccc2)c2cc(-n3cc(C(C)(C)O)nn3)ccc21 (some centres undefined)	0.6%
2	COC(=O)[C@]12C[C@H](CC(=O)NCc3cccc(C(F)(F)F)c3)C(=O)N(Cc3ccc(Cl)cc3Cl)C1=C[C@H](C1CCCC1)O[C@@H]2C	?
3	COc1ccccc1CNC(=O)NNC(=O)CCn1nc(C)c([N+](=O)[O-])c1C	-3.9%
4	C[C@@H]1CCN(C2CC2)S(=O)(=O)c2c(cccc2N2CCC[C@@H]2CO)O1	7.6%
5	COC(=O)[C@]12C[C@H](CC(=O)NCc3cccc(C(F)(F)F)c3)C(=O)N(Cc3ccc(Cl)cc3Cl)C1=C[C@H](COCc1ccccc1)O[C@@H]2C	15.0%
6	O=C(NCCc1ccccc1)OCc1cn(Cc2cc(F)ccc2F)nn1	6.7%
7	O=C(Nc1ccccc1)OCCN1C(=O)CCC12CCC(c1ccccc1)CC2 (centres undefined)	4.9%
8	Cc1ccc2c(c1)-c1c(cnn1CC(=O)NCCc1ccccc1F)CO2	4.2%
9	O=C(c1cccc(Br)c1)N1CCC(Oc2cccnc2)CC1	-17.9%
10	NC(=O)C1CCN(c2nc(-c3ccc(Oc4ccccc4)cc3)cs2)CC1	?
11	O=C(Nc1c(-c2ccccc2)nc2ncccn12)c1ccc(F)cc1	-5.7%
12	CCn1c(COc2ccc(Cl)cc2)nnc1SCC(=O)Nc1ccccc1-c1ccccc1	?
13	Clc1ccc(OCCOc2ccc(Br)nc2Br)c(Cl)c1	-8.0%
14	C=CCN1C[C@@H](COCc2ccccc2)Oc2cccc(F)c2S1(=O)=O	8.2%
15	COc1ccc(S[C@]2(C(=O)N(C)C)CC(=O)N(c3ccc(OC)cc3)[C@@H]2c2ccc(OC)cc2)cc1	?
16	COc1cccc(/C=C2\CC3(OC(=O)C(C)(C)C)CCCN2C3)c1 (centres undefined)	-1.9%
17	Cc1cccc(C)c1NC(=O)[C@@H]1CC(=O)O[C@@H]1c1ccccc1	-3.2%
18	CC(C)(C)c1ccc(-c2nnc3n2N=C(c2ccc4ccccc4c2)CS3)cc1	5.5%
19	COC(=O)c1cc(-c2cccc(C#N)c2)c(=O)n2c1CCC2	3.8%
20	CCOC(=O)[C@]12CCCC=C1N(Cc1ccc(OC)cc1)C(=O)[C@@H]2CC(=O)NCCCOC	-1.1%
21	O=C(c1c[nH]c2ccccc12)N1CCC(Oc2cccnc2)CC1	-4.7%
22	CN(C)CC(=O)N[C@@H]1C[C@@H]2O[C@@H](CO)CC[C@@H]2O[C@@H]1CCc1ccc(C2=CCCCC2)cc1	23.7%
23	O=S(=O)(c1sccc1Br)n1c(CN2CCOCC2)nc2ccccc21	10.9%
24	C=CCN1C(=O)[C@H](CC(=O)NCCc2ccccc2OC)[C@@]2(C(=O)OCC)CCCC=C12	28.6%
25	COc1ccc(OC)c(S(=O)(=O)N2CCC(C(=O)NCC3COCCO3)CC2)c1 (centres undefined)	-14.0%

Results in sequence from the list:
FUS yeast rescue, compounds 7–15, in order: 4.9%, 4.2%, -17.9%, ?, -5.7%, ?, -8.0%, 8.2%, ?

The main list resumes; the 3 compounds before the break are reprinted first.
nr	SMILES	FUS yeast rescue
23	O=S(=O)(c1sccc1Br)n1c(CN2CCOCC2)nc2ccccc21	10.9%
24	C=CCN1C(=O)[C@H](CC(=O)NCCc2ccccc2OC)[C@@]2(C(=O)OCC)CCCC=C12	28.6%
25	COc1ccc(OC)c(S(=O)(=O)N2CCC(C(=O)NCC3COCCO3)CC2)c1 (centres undefined)	-14.0%
26	COC(=O)c1cc(-c2ccc(Cl)s2)c(=O)n2c1CCC2	-29.5%
27	Cc1ccc(NC(=O)OC2CCC23CCCCC3)cc1 (centres undefined)	-1.0%
28	Cc1ccc(-c2cc(C(=O)NN=Cc3cccc(Oc4ccccc4)c3)[nH]n2)cc1C	?
29	Cc1cccc(Cn2cc(COC(=O)N3CCCC3)nn2)c1	6.3%
30	CC(C)C[C@H]1COc2cccc(F)c2S(=O)(=O)N1C	-4.7%
31	Cc1cc(NS(=O)(=O)c2ccc(NC(=O)CSc3nnc(-c4cccnc4)n3-c3ccccc3)cc2)nc(C)n1	19.2%
32	O=c1[nH]c2ccc(S(=O)(=O)N3CCCC3)cc2o1	3.2%
33	CC1CCN(CCCNS(=O)(=O)c2cc3c(cc2Br)CCN3C(=O)C2CC2)CC1	-4.7%
34	COC(=O)[C@]12C[C@H](CC(=O)NCc3cccs3)C(=O)N(Cc3cccc4ccccc34)C1=C[C@H](C(C)(C)C)O[C@@H]2C	10µM*
35	Cc1cc(NS(=O)(=O)c2ccc(NC(=O)Cc3ccccc3)cc2)no1	-13.9%
36	COC(=O)C1CN(Cc2ccc(F)cc2)CCS(=O)(=O)N1Cc1cn(Cc2ccc(Cl)cc2)nn1 (centres undefined)	31.2%
37	Cc1ccc(-c2cc(C(=O)NN=C/C=C/c3ccco3)[nH]n2)cc1C	?
38	CN(C)c1cccc(/C=C2\CC3(OC(=O)C4CCCC4)CCCN2C3)c1 (centres undefined)	-4.3%
39	CC(=O)N1CCN(c2cc(C)nc3nc(C)nn23)CC1	1.1%
40	COC(=O)[C@]12C[C@H](CC(=O)NCC3CCCCC3)C(=O)N(CCC3=CCCCC3)C1=C[C@H](C1CCCC1)O[C@@H]2C	?
41	COC(=O)[C@]12C[C@H](CC(=O)NCC34CC5CC(CC(C5)C3)C4)C(=O)N(CCc3ccc(OC)c(OC)c3)C1=C[C@H](C(C)(C)C)O[C@@H]2C	?
42	O=C(Nc1ccc(F)cc1)OC1CC2CC1[C@H]1CCCCN1[C@H]2Cc1ccccc1 (some centres undefined)	-1.2%
43	CNc1nc(N)c([N+](=O)[O-])c(Nc2ccccc2)n1	-15.2%
44	O=C(NCC1COc2ccccc2O1)c1ccc(NC(=O)c2c(Cl)cccc2Cl)cc1 (centres undefined)	0.8%
45	CCCC[C@H]1C2CC(OC(=O)Nc3ccc4c(c3)OCO4)C(C2)[C@H]2CCCCN21 (some centres undefined)	-10.9%
46	CCC[C@H]1[C@@H](O)CC[C@@]23CCCN2C(=O)CCC[C@@H]13	-12.5%
47	CC1CCC2(CCC(=O)N2CCCOC(=O)NC(C)(C)C)CC1 (centres undefined)	8.6%
48	O=C(NC1CCCCN(Cc2ccc(Cl)cc2)C1=O)c1ccccc1-c1ccc(Cl)c(Cl)c1 (centres undefined)	-11.0%
49	CCn1c2ccccc2c2cc(NC(=O)CSc3nnc(-c4ccccc4)n3-c3ccc(C)cc3)ccc21	0.7%
50	O=C(NC1CCCCC1)O[C@H]1CC[C@@]23CCCN2C(=O)CCC[C@H]3C1	-9.6%

Continued (five carried over from the part before).
nr	SMILES	FUS yeast rescue
46	CCC[C@H]1[C@@H](O)CC[C@@]23CCCN2C(=O)CCC[C@@H]13	-12.5%
47	CC1CCC2(CCC(=O)N2CCCOC(=O)NC(C)(C)C)CC1 (centres undefined)	8.6%
48	O=C(NC1CCCCN(Cc2ccc(Cl)cc2)C1=O)c1ccccc1-c1ccc(Cl)c(Cl)c1 (centres undefined)	-11.0%
49	CCn1c2ccccc2c2cc(NC(=O)CSc3nnc(-c4ccccc4)n3-c3ccc(C)cc3)ccc21	0.7%
50	O=C(NC1CCCCC1)O[C@H]1CC[C@@]23CCCN2C(=O)CCC[C@H]3C1	-9.6%
51	Cc1cccc(CCNC(=O)Cn2nc(-c3ccccc3)ccc2=O)c1	15.9%
52	COC(=O)[C@]12C[C@H](CC(=O)N3CCCCC3)C(=O)N(Cc3ccc(Cl)cc3Cl)C1=C[C@H](COCc1ccccc1)O[C@@H]2C	?
53	COc1cccc(CNC(=O)Cn2c(-c3ccccc3)cc(C(C)=O)c2C)c1OC	-1.3%
54	C[C@H]1C2CC(OC(=O)Nc3ccccc3C(F)(F)F)C(C2)[C@H]2CCCCN21 (some centres undefined)	-7.1%
55	COc1cc(NC(=O)C2CCCN(S(=O)(=O)c3cc(OC)ccc3OC)C2)cc(OC)c1 (centres undefined)	3.9%
56	CCn1c2ccccc2c2cc(NC(=O)c3cc4c(C)nn(-c5ccccc5)c4s3)ccc21	41.5%
57	N#CCC[C@@H]1CC[C@]2(CCCN(C(=O)c3ccc4ccccc4n3)C2)O1	3.8%
58	Cc1nc2sc(C(=O)NC3CC3)c(N)c2c(C)c1Cl	-3.4%
59	COc1ccc(Cn2ccc3ccc(-c4ccc5ccn(Cc6ccccc6F)c5c4)cc32)cc1	?
60	Cc1cccc(NC(=O)n2ccc3ccc(-c4ccc5cc[nH]c5c4)cc32)c1	42.2%
61	C=CCC12C=C(OC)C(=O)C(C1=O)C1c3ccccc3CC12 (centres undefined)	-17.8%
62	CC(=O)CC[C@H]1CC[C@]2(CCCN(C(=O)c3ccc4ccccc4n3)C2)O1	-6.3%
63	O=[N+]([O-])c1ccc(CSc2nnc(-c3cccc(Cl)c3)n2Cc2ccco2)cc1	29.3%
64	CC(=NN1CCN(Cc2ccccc2Cl)CC1)c1ccc(O)cc1	5.8%
65	O=C(CSc1nnc(-c2ccccc2)n1-c1ccccc1)Nc1ccccc1-c1ccccc1	?
66	O=CN1CCN(C(=O)C2CCN(c3ncnc4c3sc3cccc(F)c34)CC2)CC1	21.0%
67	CCCCOCCCNC(=O)C[C@H]1C[C@@]2(C(=O)OC)C(=C[C@H](C(C)C)O[C@@H]2C2CC2)N(Cc2ccc3c(c2)OCO3)C1=O	?
68	CC(c1c[nH]c2ccccc12)c1c[nH]c2ccc(Br)cc12 (centres undefined)	19.2%
69	Cc1ccc(NC(=O)C2CCCN2S(=O)(=O)c2cccnc2)c(C)c1 (centres undefined)	-15.7%
70	COC(=O)[C@]12CCCCC=C1N(Cc1ccc(OC)cc1)C(=O)[C@@H]2CC(=O)NCCCN1CCCC1=O	18.9%
71	O=C(c1ccncc1F)N1CCC(n2nnc3ncccc32)CC1	-18.2%
72	c1ccc(-c2cccc3[nH]cc(-c4ccccc4)c23)cc1	-14.6%
73	O=C1CCC[C@H]2C[C@H](NCc3ccccc3Cl)CC[C@]23CCCN13	-10.0%
74	Cn1cccc1C(=O)N1CCN(S(=O)(=O)c2ccc(C(C)(C)C)cc2)CC1	43.3%
75	O=C(Nc1ccc(F)cc1)OCc1cn(Cc2ccc(F)c(F)c2)nn1	6.7%

Part of the list above, field by field:
75	O=C(Nc1ccc(F)cc1)OCc1cn(Cc2ccc(F)c(F)c2)nn1
  FUS yeast rescue = 6.7%
72	c1ccc(-c2cccc3[nH]cc(-c4ccccc4)c23)cc1
  FUS yeast rescue = -14.6%
67	CCCCOCCCNC(=O)C[C@H]1C[C@@]2(C(=O)OC)C(=C[C@H](C(C)C)O[C@@H]2C2CC2)N(Cc2ccc3c(c2)OCO3)C1=O
  FUS yeast rescue = ?
59	COc1ccc(Cn2ccc3ccc(-c4ccc5ccn(Cc6ccccc6F)c5c4)cc32)cc1
  FUS yeast rescue = ?

(more compounds)
nr	SMILES	FUS yeast rescue
76	Cc1ccc(-n2c(COc3ccccc3)nnc2SCC(=O)Nc2ccc3c(c2)OCCO3)cc1	27.0%
77	CCOC(=O)[C@@]12CCCC3=C1N(CCC3)C(=O)[C@H]2CC(=O)N1CCCCC1	-14.9%
78	CCCCOCCCNC(=O)C[C@H]1C[C@@]2(C(=O)OC)C(=C[C@H](C(C)(C)C)O[C@@H]2C)N(Cc2ccco2)C1=O	?
79	CCCC1CCC2(CC1)CCC2OC(=S)Nc1ccc(N(C)C)cc1 (centres undefined)	-1.6%
80	COc1cccc(CNC2CCC23CCC(C)CC3)c1 (centres undefined)	-9.7%
81	O=C(CSc1nnc(-c2ccccc2)n1-c1ccccc1)Nc1ccc(Oc2ccccc2)cc1	-0.3%
82	O=C(NCc1ccc(Cl)cc1)OCCN1C(=O)CCC12CCC(c1ccccc1)CC2 (centres undefined)	30.4%
83	CCCC1CCC2(CCCN2CCOC(=O)Nc2ccc(F)cc2)CC1 (centres undefined)	4.6%
